From PubChem
MLL CXXC-DNA inh = qHTS Fluorescence Polarization Assay for Inhibitors of MLL CXXC domain - DNA interaction | MLL-CXXC / FITC-HOXA9 DNA fluorescence polarization | hit rate 0.037% among 290,000 | Potency, µM (highest dose often 115 µM), for inactives: at the top dose activity change, negative = inhibition, hits mostly inhibitors; active = well fitted inhibition curve with a large enough effect in the polarisation, with a control signal flat, not every such curve was filed as active; inconclusive = small, poorly fitted or top-dose-only effect, or effect the other way, or a change in a side signal; inactive = no such curve, though single readings can be large or run the other way; the % refers to the polarisation
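Fluorescence polarization: 7 uM MLL-CXXC (stock) preincubated 5 min with compounds, then 50 nM fluorescein-HOX-A9 DNA (stock) added; 30 min ambient. Buffer 50 mM Tris-HCl pH 7.5, 50 mM NaCl, 1 mM DTT, 0.05% BSA.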
uPA surface inh = qHTS for Inhibitors of Cell Surface uPA Generation. cell surface uPA generation assay, qHTS. hit rate 0.31% among 330,000. Potency, µM (titrated, usually from 38.3 µM), inactives show at the top dose activity change, negative = inhibition, hits mostly inhibitors; active = well fitted inhibition curve with a large enough effect; inconclusive = small, poorly fitted or top-dose-only effect; inactive = no such curve, though single readings can be large or run the other way; tested in mouse RAW 264.7 cells; note: % is set by controls: 0 for no effect and ±100 for the full control effect; nearly all actives have a fitted effect of over 55% in size
NPC1 promoter act = qHTS Assay for NPC1 Promoter Activators | Huh7 NPC1 promoter luciferase reporter, 24 h | hit rate 2.4% among 320,000 | Potency, µM (highest dose often 9.22 µM), for the others: at the highest dose activation, actives largely listed as activators;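 note: % of control where 0% means no effect; nearly all actives have a fitted effect of over 60% in size; reporter is driven by a mutant NPC1 promoter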
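Luminescence from an NPC1 promoter-driven luciferase reporter in stably transfected Huh7 cells was measured after 24 h compound treatment at 37 °C, followed by 10 min ambient incubation with luciferase detection reagent.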
MBNL1-CUG inh = qHTS Assay for Inhibitors of MBNL1-poly(CUG) RNA binding; Muscleblind-like protein 1 (Homo sapiens), Q9NR56; TR-FRET MBNL1-His/biotin-(CUG)12 binding, 665/545 ratio; Potency, µM (series often up to 57.5 µM), for the others: at the top dose activity change, negative = inhibition, hits mostly inhibitors; hit rate 0.036% among 280,000; AID 2675, 2010; active = well fitted inhibition curve with a large enough effect in the signal ratio, with a control signal flat, not every such curve was filed as active; inconclusive = small, poorly fitted or top-dose-only effect, or effect the other way, or a change in a side signal; inactive = no such curve, though single readings can be large or run the other way; the % refers to the signal ratio; note: % is set by controls: 0 for no effect and ±100 for the full control effect
Target sequence (Q9NR56 whole entry, looked up): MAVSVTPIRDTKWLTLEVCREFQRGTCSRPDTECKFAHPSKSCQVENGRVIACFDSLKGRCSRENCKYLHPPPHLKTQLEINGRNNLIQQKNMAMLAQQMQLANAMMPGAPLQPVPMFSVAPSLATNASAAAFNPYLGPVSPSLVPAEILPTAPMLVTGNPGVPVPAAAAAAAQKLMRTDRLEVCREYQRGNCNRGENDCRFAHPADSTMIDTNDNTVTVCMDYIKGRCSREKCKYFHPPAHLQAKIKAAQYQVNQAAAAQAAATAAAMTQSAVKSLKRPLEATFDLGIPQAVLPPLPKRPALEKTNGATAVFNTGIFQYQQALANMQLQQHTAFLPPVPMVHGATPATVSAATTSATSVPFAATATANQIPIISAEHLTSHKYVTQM
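Inhibition of protein-RNA binding appears as loss of TR-FRET between terbium anti-His antibody on MBNL1-His and streptavidin-XL665 on biotin-(CUG)12. Activity is normalized to buffer-only and uninhibited-complex controls.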
FLuc modulator = qHTS profiling assay for firefly luciferase inhibitor/activator using purifed enzyme and Km concentrations of substrates (counterscreen for miR-21 project). Luciferin 4-monooxygenase (Photinus pyralis), P08659. purified FLuc, Km substrates, luminescence inhibition. Potency, µM (series often up to 57.5 µM), for inactives: at the top dose activity change, negative = inhibition, usual class: inhibitors. hit rate 6.9% among 360,000. AID 588342, 2011;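 note: plate controls were vehicle for no effect and reference inhibitor for full effect; nearly all actives have a fitted effect of over 55% in size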
Target sequence (P08659 whole entry, looked up): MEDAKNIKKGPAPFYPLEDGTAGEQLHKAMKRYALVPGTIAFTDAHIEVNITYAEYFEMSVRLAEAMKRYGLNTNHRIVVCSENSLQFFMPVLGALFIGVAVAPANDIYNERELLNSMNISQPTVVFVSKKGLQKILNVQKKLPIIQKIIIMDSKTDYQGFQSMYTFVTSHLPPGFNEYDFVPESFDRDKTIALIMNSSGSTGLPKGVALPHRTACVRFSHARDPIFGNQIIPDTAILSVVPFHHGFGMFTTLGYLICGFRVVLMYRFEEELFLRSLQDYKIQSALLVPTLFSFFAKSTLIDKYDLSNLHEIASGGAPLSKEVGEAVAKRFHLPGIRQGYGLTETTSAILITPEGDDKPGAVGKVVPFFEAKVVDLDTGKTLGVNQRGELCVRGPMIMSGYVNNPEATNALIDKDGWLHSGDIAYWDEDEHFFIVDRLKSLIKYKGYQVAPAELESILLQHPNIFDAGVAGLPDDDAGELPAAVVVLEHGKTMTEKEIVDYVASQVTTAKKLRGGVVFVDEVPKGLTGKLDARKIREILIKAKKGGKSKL
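Biochemical qHTS of compounds, final roughly 60 µM downward over six points, against 10 nM purified firefly luciferase using Km concentrations of substrates (10 uM D-luciferin, 10 uM ATP) in Tris acetate pH 7.5 buffer; luminescence output.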
RORg inh = qHTS for inhibitors of ROR gamma transcriptional activity | Nuclear receptor ROR-gamma (Mus musculus), P51450 | Drosophila S2 Gal4-RORgamma UAS-luciferase reporter, 20 h | Potency, µM (top dose mostly 53.6 µM), inactives show at the top dose activity change, negative = inhibition, most hits filed as inhibitors | hit rate 5.4% among 310,000; note: % is set by controls: 0 for no effect and ±100 for the full control effect; nearly all actives have a fitted effect of over 60% in size
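Luminescence from a UAS-regulated Photinus luciferase reporter in stably transfected Drosophila Schneider cells is measured; decreased signal marks ROR gamma inhibition. Fusion expression is induced by 700 uM copper sulfate for 20 hr.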
Gal4-VP16 FLuc = VP16 counterscreen qHTS for inhibitors of ROR gamma transcriptional activity. Drosophila S2 Gal4-VP16 UAS-luciferase, luminescence, 20 h. Potency, µM (top dose mostly 53.6 µM), for the others: at the top dose activity, negative = inhibition, hits mostly inhibitors. hit rate 3.5% among 310,000. AID 2546, 2010;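 note: Gal4-VP16 expression switched on by copper sulfate through the metallothionein promoter; % is set by controls: 0 for no effect and ±100 for the full control effect; nearly all actives have a fitted effect of over 50% in size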
Rab9 prom act = qHTS Assay for Rab9 Promoter Activators. Huh7 Rab9 promoter-luciferase reporter, luminescence, 24 h. Potency, µM (series often up to 9.22 µM), for inactives: top-dose activation, negative = inhibition, hits mostly activators. hit rate 2.8% among 320,000. AID 485297, 2010; note: % of control where 0% means no effect; nearly all actives have a fitted effect of over 60% in size
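Huh7 cells stably carrying Rab9 promoter–luciferase reporter, plated 1500 cells/well, compound added after 2 h and incubated 24 h at 37 °C; luciferase luminescence then read after 10 min with detection reagent.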
p53 reactivator = qHTS assay for re-activators of p53 using a Luc reporter; H1299 p53-A138V BP100-luciferase reporter, luminescence, 24 h; Potency, µM (titrated, usually from 92.2 µM), without a hit: top-dose activity change, positive = activation, actives largely listed as activators; hit rate 0.063% among 320,000; AID 504706, 2011; note: % of control where 0% means no effect; nearly all actives have a fitted effect of over 45% in size
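H1299 (p53-null), stable ts p53-A138V + BP100-Luc; 1000 cells/well, Opti-MEM/10% FBS; cpd 4 pt, 1:5; 24 h, 37 deg C, 5% CO2; detection reagent 10 min RT; luminescence.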
ELG1 genotox = qHTS screen for small molecules that induce genotoxicity in human embryonic kidney (HEK293T) cells expressing luciferase-tagged ELG1 | AID 504466, 2011 | HEK293T ELG1-luciferase reporter, luminescence, 16 h | Potency, µM (series often up to 46 µM), for inactives: at the top dose activity change, positive = activation, usual class: activators | hit rate 1.3% among 330,000; note: % of control where 0% means no effect; nearly all actives have a fitted effect of over 60% in size
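After overnight (16 hr) compound treatment at 37 °C, ELG1-luciferase HEK293T cells were lysed with ONE-Glo; luminescence quantified 30 min later at room temperature.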
BRCA1 expr act = qHTS Assay to Identify Small Molecule Activators of BRCA1 Expression. MCF7-BRCA1-FFLuc reporter, luminescence, 48 h; response scale: scaled: vehicle 0%, 10 µM genistein 100%. Potency, µM (top dose mostly 46.1 µM), for inactives: at the top dose activation, hits mostly activators. hit rate 1.1% among 380,000; note: nearly all actives have a fitted effect of over 80% in size; some results filed as inactive show a strong effect at the top dose
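48 h compound treatment of MCF7-BRCA1-FFLuc cells (phenol-red free MEM, 37 °C), then 15 min with luciferase substrate and luminescence imaging.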
* = called active by the depositor; ? = inconclusive; / = not tested or not shown; [ ] = dose if it differs, or a comment. Unless noted, calls come from the whole dose curve; as a rule, active = well fitted curve in the direction sought with a large enough effect; inconclusive = small, poorly fitted or top-dose-only effect, or another doubt; inactive = no such curve, though single readings can be large; an effect the other way counts as inactive or inconclusive. Potency is the fitted concentration of half-maximal effect.

SMILES	MLL CXXC-DNA inh	uPA surface inh	NPC1 promoter act	MBNL1-CUG inh	FLuc modulator	RORg inh	Gal4-VP16 FLuc	Rab9 prom act	p53 reactivator	ELG1 genotox	BRCA1 expr act
CCOC(=O)c1ccc2c(c1)C1C=CCC1C(C(=O)OCC)N2 (stereo not drawn)	4%	-4%	2%	?	?	?	-4%	1%	18%	-4%	-40%
Cc1cc(C)nc(Sc2c(F)c(F)c(C(F)(F)F)c(F)c2F)n1	13%	8%	-2%	14%	1%	-4%	1%	3%	0%	9%	2%
CSc1nc2ccccc2n1CC(=O)Nc1c(C)cccc1C	2%	-5%	-6%	-8%	7%	5%	-23%	-5%	-13%	-4%	-1%
Cc1ccccc1N1CCN(Cc2c[nH]c3ccccc23)CC1	4%	-17%	-7%	-13%	4%	-29%	7%	-14%	-1%	-12%	10%
S=C(NCCN1CCOCC1)Nc1ccc(Cl)cc1	-1%	-3%	-2%	-4%	2%	-25%	-2%	1%	8%	0%	1%
COC(=O)C1C2C=CC3(CN(CC4CCCO4)C(=O)C13)O2 (stereo not drawn)	-2%	1%	1%	3%	9%	-10%	-4%	-1%	?	0%	-54%
Cc1cccc(/C(N)=N/OC(=O)c2ccoc2C)c1	1%	-15%	1.1µM*	-1%	3.8µM*	?	?	1.3µM*	?	?	55%
CCCCC(CCCC)=N/N=C/c1c(O)n(CC)c2cc(C3=NNC(=O)CC3)ccc12	11%	6%	-5%	-3%	1%	-2%	-30%	-2%	-8%	8%	-8%
COc1ccc(C)cc1S(=O)(=O)Nc1ccc(-n2c(C)nc3ccccc3c2=O)cc1	/	12%	-1%	/	-3%	/	/	-4%	-3%	-4%	-11%
O=C(C1CC(c2ccc(F)cc2)=NO1)N1CCN(Cc2ccccc2)CC1 (stereo not drawn)	-20%	-14%	-1%	9%	-1%	35%	8%	-5%	-3%	-2%	2%
NC(=O)CSc1nnc(-c2ccccc2F)n1C1CC1	4%	-1%	0%	-4%	1%	4%	-7%	9%	6%	2%	-1%
COc1ccc(CCNC(=O)CC(=O)N/N=C/c2ccc(C(=O)O)cc2)cc1OC	1%	1%	-6%	11%	3%	-17%[1.91 µM]	10%	-6%	/	-6%	2%
CCOc1ccc(NS(=O)(=O)c2cc(C(=O)N3CCCC3)ccc2Cl)cc1	/	-5%	-3%	/	0%	/	/	-6%	-9%	1%	-16%
COc1ccc(-c2ccc(NS(=O)(=O)c3cc([N+](=O)[O-])ccc3C)cc2)nn1	3%	3%	-4%	?	0%	1%	-5%	-1%	2%	3%	-4%
Cc1cccc(-n2c(C)c(C)c3c(N)ncnc32)c1	-2%	0%	-4%	-10%	-3%	9%	3%	14%	3%	0%	10%
CC(C)c1onc(C(=O)NCc2ccc(F)cc2)c1[N+](=O)[O-]	2%	0%	1%	/	3%	-14%	0%	-2%	5%	1%	-7%
O=C(O)c1ccc(S(=O)(=O)Nc2ccc3c(c2)OCCO3)cc1	-6%	3%	-4%	-17%	5%	15%	-3%	3%	10%	5%	-7%
CC(NC(=O)CSC1=NCCS1)c1ccccc1 (stereo not drawn)	8%	-4%	-4%	7%	-1%	5µM*	-4%	9%	?	-2%	-21%
Cc1[nH]c2ccccc2c1C(=O)C(C)OC(=O)c1ccc(NC(=O)CC#N)cc1 (stereo not drawn)	/	24%	-3%	/	-1%	/	/	-16%	-10%	3%	-40%
COc1ccccc1NC(=O)c1ccc(NS(=O)(=O)c2ccc(F)c(F)c2F)cc1	-1%	-4%	2%	/	-2%	-1%	-17%	-1%	-4%	1%	-13%
Cc1c(NC(=O)C2C3C=CC(C3)C2C(=O)O)c(=O)n(-c2ccccc2)n1C (stereo not drawn)	2%	-1%	1%	-1%	-1%	-12%	2%	2%	-1%	-1%	-17%
COCCn1nnnc1C(C(C)C)N(Cc1ccccc1)Cc1cc2cc(OC)ccc2[nH]c1=O (stereo not drawn)	0%	-4%	-2%	7%	0%	19%	1%	-8%	-7%	-7%	-67%
O=C(COC(=O)CNC(=O)c1ccc([N+](=O)[O-])o1)Nc1ncc(Cl)cc1Cl	/	-2%	-1%	/	-32%	/	/	-2%	-24%	-3%	6%
Cc1ccc(CCNC(=O)C2CCCN2S(=O)(=O)c2ccc3c(c2)CCC(=O)N3)cc1 (stereo not drawn)	-6%	-6%	1%	?	-2%	25%	3%	7%	-2%	2%	-19%
Cc1ccc(-c2[nH]ncc2/C=N/n2c(COc3ccccc3)nc3ccccc3c2=O)cc1	9%	-9%	1%	-3%	-1%	?	?	-9%	-32%[inhibitor]	-13%	-53%

(more compounds)
SMILES	MLL CXXC-DNA inh	uPA surface inh	NPC1 promoter act	MBNL1-CUG inh	FLuc modulator	RORg inh	Gal4-VP16 FLuc	Rab9 prom act	p53 reactivator	ELG1 genotox	BRCA1 expr act
CCCC(=O)Nc1cccc(NC(=S)NC(=O)C(C)Oc2ccc(Cl)cc2Cl)c1 (stereo not drawn)	19%	-6%	0%	?	0%	6.3µM*	2.8µM*	11%	-23%	0%	-16%
O=C(CCCNC(=O)/C(=C/c1ccc(Br)cc1)NC(=O)c1ccccc1)OCc1ccccc1	11%	1%	-2%	-7%	7%	6%	0%	-2%	-6%	-1%	-6%
COc1ccc(C)cc1S(=O)(=O)N(C)CC(=O)Nc1ccc2c(c1)OCCO2	-2%	-5%	-1%	1%	-19%	8%	-14%	-2%	-3%	-7%	-3%
CCN(CC(=O)NCc1cccs1)C(=O)/C=C/c1cccc(OC)c1OC	/	-4%	3%	/	-7%	/	/	-3%	4%	1%	-3%
COc1ccc(-c2cccc(NS(=O)(=O)c3cc([N+](=O)[O-])ccc3C)c2)nn1	/	-2%	5%	/	-1%	/	/	-6%	13%	-1%	-19%
Cc1c(NC(=O)CC(=O)Nc2c(C)n(C)n(-c3ccccc3)c2=O)c(=O)n(-c2ccccc2)n1C	-4%	6%	-1%	1%	1%	-1%	-4%	-4%	3%	1%	-2%
CCOc1ccc(C2OC34CCCCC3C(C#N)(C#N)C2(C#N)C(=N)O4)cc1OC (stereo not drawn)	25µM*	0%	0%	?	4%	-15%	7%	1%	1%	1%	-6%

A second format for some results above:
Below each SMILES – MLL CXXC-DNA inh | uPA surface inh | NPC1 promoter act | MBNL1-CUG inh | FLuc modulator | RORg inh | Gal4-VP16 FLuc | Rab9 prom act | p53 reactivator | ELG1 genotox | BRCA1 expr act
- Cc1ccccc1N1CCN(Cc2c[nH]c3ccccc23)CC1
 : 4% | -17% | -7% | -13% | 4% | -29% | 7% | -14% | -1% | -12% | 10%
- S=C(NCCN1CCOCC1)Nc1ccc(Cl)cc1
 : -1% | -3% | -2% | -4% | 2% | -25% | -2% | 1% | 8% | 0% | 1%
- COC(=O)C1C2C=CC3(CN(CC4CCCO4)C(=O)C13)O2 (stereo not drawn)
 : -2% | 1% | 1% | 3% | 9% | -10% | -4% | -1% | ? | 0% | -54%
- Cc1cccc(/C(N)=N/OC(=O)c2ccoc2C)c1
 : 1% | -15% | 1.1µM* | -1% | 3.8µM* | ? | ? | 1.3µM* | ? | ? | 55%

Not all compounds are listed, so the mix of outcomes need not match the whole.
